# Screening data: PubChem, National Center for Advancing Translational Sciences (NCATS)
# KB-3-1 tox – kills parental KB-3-1 adenocarcinoma cells | KB-3-1 viability, CellTiter-Glo ATP luminescence, 72 h | Potency, µM (doses to about 46.1 µM), without a hit: at the highest dose activity change, negative = cytotoxic, actives largely listed as cytotoxic | actives 1.4% (n = 400,000) | AID 1347075; note: potency is the fitted concentration of half-maximal effect; % is set by controls: 0 for no effect and ±100 for the full control effect; nearly all actives have a fitted effect of over 60% in size
#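 Using CellTiter-Glo luminescence, growth of non-resistant KB-3-1 adenocarcinoma cells is assessed 72 h after pin-tool compound addition at 37 °C. Normalized responses across the concentration series yield fitted curves.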
# DRD3 agonist – D3 dopamine receptor (human) agonism | P35462 | D3R DiscoveRx beta-arrestin cells, luminescence, 90 min | max activation, % | actives 0.58% (n = 410,000); in the data active = max activation above about 30%; note: 0% is about no effect; mostly tested at two doses, the higher about 12 µM
# Target sequence (P35462 whole entry, looked up): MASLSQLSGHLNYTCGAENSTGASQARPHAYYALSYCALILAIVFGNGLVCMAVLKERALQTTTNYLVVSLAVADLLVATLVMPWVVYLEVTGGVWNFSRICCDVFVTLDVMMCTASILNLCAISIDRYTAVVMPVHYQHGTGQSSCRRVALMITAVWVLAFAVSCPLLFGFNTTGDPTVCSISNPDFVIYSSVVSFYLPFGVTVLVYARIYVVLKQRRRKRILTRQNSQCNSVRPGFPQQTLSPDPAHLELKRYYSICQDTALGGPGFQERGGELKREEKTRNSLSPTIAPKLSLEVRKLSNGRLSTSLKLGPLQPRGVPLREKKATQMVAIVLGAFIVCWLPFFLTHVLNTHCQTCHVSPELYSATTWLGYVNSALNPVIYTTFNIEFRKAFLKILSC
#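 Cells at 1500/well, incubated overnight, then treated with pinned compounds (dopamine as control) for 90 min at 37 degrees C. DiscoveRx reagent added for 30 - 60 minutes at room temperature; luminescence read.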
# SW480 rereplic – induces DNA re-replication in SW480 colon adenocarcinoma cells; Potency, µM (series often up to 46.1 µM), for the others: at the top dose re-replication activation, actives largely listed as activators; SW480 DNA re-replication, Hoechst DNA content imaging, 48 h; actives 1.8% (n = 340,000); note: potency is the fitted concentration of half-maximal effect; % of control where 0% means no effect; nearly all actives have a fitted effect of over 55% in size
#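 Treated cells incubate 48 hr (37 C, 5% CO2), are stained 40 min with Hoechst, and nuclear fluorescence is enumerated; a rise in nuclei with high DNA signal marks re-replication.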
# HT1080-NT tox – kills 2HG-producing HT-1080-NT fibrosarcoma cells | AID 686970 | actives 1.6% (n = 360,000) | HT-1080-NT fibrosarcoma viability, CellTiter-Glo ATP luminescence, 48 h | Potency, µM (top dose mostly 46.1 µM), without a hit: top-dose activity, negative = less viability, most hits filed as cytotoxic;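 note: NT is the 2HG producing partner of a matched IDH1 knockdown line; potency is the fitted concentration of half-maximal effect; 0% = DMSO-treated cells and -100% = media-only wells without cells; nearly all actives have a fitted effect of over 55% in size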
#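 A 48-hour cytotoxicity screen used HT-1080-NT cells plated 2 hours before compound delivery. ATP-based CellTiter-Glo luminescence measured viability, normalized to DMSO and no-cell controls.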
# D3 antag – antagonists of human D3 dopamine receptor; P35462; D3R cells, DiscoveRx beta-arrestin luminescence, antagonist mode; active compounds read low; max response, negative = inhibition, %; actives 2.5% (n = 360,000); in the data active = max response below about -50%; inconclusive = no clear call, values can overlap the other calls; note: % is set by controls: 0 for no effect and ±100 for the full control effect; mostly tested at two doses, the higher about 12 µM
#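 Cells expressing the human receptor were seeded at 1500 cells/well, incubated overnight at 37 degrees C in 5% CO2, then exposed to library compounds with dopamine controls for 90 minutes at 37 degrees C before luminescent detection.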
# KB-V1 cytotox – kills drug-selected multidrug resistant KB-V1 cells. KB-V1 MDR cells viability, CellTiter-Glo, 72 h. Potency, µM (top dose mostly 46.1 µM), for inactives: at the highest dose activity change, negative = cytotoxicity, most hits filed as cytotoxic. AID 1347076. actives 3.4% (n = 400,000); note: potency is the fitted concentration of half-maximal effect; % is set by controls: 0 for no effect and ±100 for the full control effect; nearly all actives have a fitted effect of over 60% in size
#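 Cells of the MDR subline KB-V1 are plated, dosed with compound at multiple concentrations, and incubated 72 h at 37 degrees C; CellTiter-Glo is then added and luminescence read after 10 min.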
# IL1B secr inh – blocks inflammasome-driven IL-1 beta release. activity change, % at 57.5 µM. THP-1 LPS/ATP IL-1B secretion, AlphaLISA, 16 h; active compounds read low. actives 4.7% (n = 360,000). AID 743279; in the data active = activity change below about -50%; inconclusive = mostly about -30% to -49%; note: % is set by controls: 0 for no effect and ±100 for the full control effect
#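 THP-1 cells pretreated 1 hr with compounds (up to 57.5 uM final), then stimulated with LPS (250 ng/mL final) plus ATP (1.25 mM final); secreted IL-1B measured by AlphaLISA after 16 hr, decreased signal indicating inhibition.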
# GLP1R ag – activates the human GLP-1 receptor; actives 0.007% (n = 380,000); HEK293 GLP-1R CRE-luciferase, luminescence, 4-6 h; cells express a hypersensitive GLP-1R form; Potency, µM (titrated, usually from 45.6 µM), without a hit: top-dose activation, actives largely listed as activators; note: potency is the fitted concentration of half-maximal effect; % of control where 0% means no effect
# Target sequence (P43220 whole entry, looked up): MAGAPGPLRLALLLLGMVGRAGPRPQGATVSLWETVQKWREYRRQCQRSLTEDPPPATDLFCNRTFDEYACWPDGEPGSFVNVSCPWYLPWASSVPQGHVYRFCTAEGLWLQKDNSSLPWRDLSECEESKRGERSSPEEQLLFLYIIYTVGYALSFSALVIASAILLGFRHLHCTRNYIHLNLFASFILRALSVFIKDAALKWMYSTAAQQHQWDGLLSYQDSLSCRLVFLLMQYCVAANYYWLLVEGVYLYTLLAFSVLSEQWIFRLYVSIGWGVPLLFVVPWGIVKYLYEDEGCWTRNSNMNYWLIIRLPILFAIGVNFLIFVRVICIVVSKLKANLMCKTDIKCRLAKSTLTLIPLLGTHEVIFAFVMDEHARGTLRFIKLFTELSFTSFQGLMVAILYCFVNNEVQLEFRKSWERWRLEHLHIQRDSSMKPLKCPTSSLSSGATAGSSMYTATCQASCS
# HT1080 IDH1KD tx – HT-1080 IDH1 knockdown cell toxicity (counter line); HT-1080 IDH1 knockdown viability, ATP luminescence, 48 h; Potency, µM (titrated, usually from 46.1 µM), without a hit: top-dose activity, negative = toxicity, most hits filed as cytotoxic; actives 2% (n = 360,000); AID 686971;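 note: potency is the fitted concentration of half-maximal effect; 0% = DMSO wells and -100% = cell-free medium wells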
#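 After a 2 h attachment period, IDH1KD HT-1080 cells took pin-transferred compound for 48 h at 37 °C; ATP-based luminescence after 10 min room-temperature reagent incubation reported viability.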
# * = called active by the depositor; i = inactive; u = inconclusive; x = not tested or not shown; [ ] = remark or other dose. Unless noted, calls come from the whole dose curve; as a rule, active = well fitted curve in the direction sought with a large enough effect; inconclusive = small, poorly fitted or top-dose-only effect, or another doubt; inactive = no such curve, though single readings can be large; an effect the other way counts as inactive or inconclusive.
SMILES,KB-3-1 tox,DRD3 agonist,SW480 rereplic,HT1080-NT tox,D3 antag,KB-V1 cytotox,IL1B secr inh,GLP1R ag,HT1080 IDH1KD tx
Cc1ccc(C)c(Cn2nnc3c(=O)[nH]c(C(=O)Nc4ccc(F)cc4)nc32)c1,-9%,1,0%,-4%,-15,-19%,36,2%,-15%
CCCCCN1C(=O)Cn2c(nc3ccccc3c2=O)C1C (centres undefined),-4%,-6,4%,-7%,6,-8%,-8,-5%,-1%
CC(C)(Oc1ccc(Cl)cc1)C(=O)Nc1cccc(S(=O)(=O)NC2=NCCC2)c1,-2%,-7,-15%,-3%,-16,4%,-3,-1%,6%
COc1ccc(C(CNC(=O)c2cc(S(=O)(=O)Nc3cccc(C)c3)ccc2C)N2CCOCC2)cc1 (centres undefined),-27%,0,-20%,-1%,17,-14%,u,-3%,-2%
COc1ccc(F)c(CN2CCCC(CO)(Cc3cccc(Cl)c3)C2)c1 (centres undefined),-1%,-14,6%,-8%,u,3%,-7,10%,-11%
COc1cccc(/C=N/NC(=O)c2nnn(-c3nonc3N)c2CN(C)C2CCCCC2)c1,2%,1,x,8%,10,-2%,-3,-6%,4%
O=S1(=O)CC(N2CCCCC2)CN1C1CCCCC1 (centres undefined),0%,5,x,23%,14,28%,-23,-2%,14%
Cc1cc(C(=O)N/N=C/c2cccc([N+](=O)[O-])c2O)n[nH]1,4%,-3,-71%[inhibitor],-22%,-19,-4%,25,-7%,1%
CCCOC(=O)NC1CCS(=O)(=O)C1 (centres undefined),2%,6,-2%,7%,4,24%,-9,-11%,10%
Cc1ccc2c(c1)N(CCC(=O)NCc1ccccc1Cl)C(=O)CO2,-12%,1,x,x,x,-18%,x,0%,x
COc1ccc(S(=O)(=O)N2CCCC(C(=O)Nc3ccc(NC(=O)c4ccccn4)cc3)C2)cc1 (centres undefined),6%,14,2%,u,34,u,-8,5%,u
COc1ccccc1CNC(=O)/C(C#N)=C/c1ccc(OC)c(OC)c1OC,8%,1,-11%,-1%,2,-9%,0,6%,4%
CCOC(=O)c1c(C)c(C(=O)NCCc2ccc(S(N)(=O)=O)cc2)c(C)n1CC,7%,3,-4%,9%,14,-7%,-22,-1%,18%
CC(C)OC(=O)CSc1nnc(Cc2ccccc2)n1Cc1ccco1,2%,2,-1%,2%[9.24 µM],4,14%,1,4%,5%
CC1(C)CC(C(CC(=O)Nc2nccs2)c2ccccc2)CCO1 (centres undefined),3%,1,-57%[inhibitor],5%,43,-13%,30,-6%,2%
CN(CC(=O)Nc1ccc(Cl)c(C(F)(F)F)c1)C(=O)c1cccnc1Sc1ccccc1,40%,1,u,-2%,9,7%,32,3%,-10%
Cc1ccc2c(COC(=O)c3ccc(NC(=O)CC#N)cc3)cc(=O)oc2c1C,u,-9,-3%,10%,-7,-3%,2,8%,10%
CON(C)C(=O)CCN(C(=O)OC(C)(C)C)c1ccccc1,9%,-17,-10%,11%,7,-2%,-4,5%,2%
CCc1nc2oc3ccccc3c(=O)c2cc1C(=O)OC,-7%,1,0%,9%,1,-25%,29,7%,12%
COc1ccc(Cc2nnc(SCc3nc4ccccc4c(=O)[nH]3)n2C)cc1,6%,1,6%,2%,7,-7%,17,1%,10%
CCOC(=O)C1=C(C)NC(SCC(N)=O)=C(C#N)C1c1ccccc1 (centres undefined),-6%,-31,-3%,-4%,-24,-18%,9,u,3%
O=C(CCC(F)(F)F)N1CCC(CO)(CCc2ccccc2)CC1,1%,-10,-2%,1%,-16,14%,2,3%,2%
CCN(CC(=O)NC1CCS(=O)(=O)C1)S(=O)(=O)c1cccc(C(C)=O)c1 (centres undefined),-2%,0,-16%,13%,-18,11%,0,6%,11%
O=C(CSc1nc(=O)n2ccccc2n1)N1CCCCCC1,u,-5,-7%,11%,-8,-1%,5,2%,8%
CN1C(=S)SC(N(O)C(=O)Nc2ccccc2)C1(C)C (centres undefined),0%,2,-4%,13%,17,17%,16,-9%,19%
# Continuation.
SMILES,KB-3-1 tox,DRD3 agonist,SW480 rereplic,HT1080-NT tox,D3 antag,KB-V1 cytotox,IL1B secr inh,GLP1R ag,HT1080 IDH1KD tx
O=C1CN(C(=O)C2CCCC2)CCN1,5%,1,2%,27%,6,18%,8,-25%,29%
CCNC(=S)Nc1scc(-c2ccccc2)c1C(=O)OCC,u,-24,4%,-29%,3,u,9,0%,-29%
COc1ccc(S(=O)(=O)NNC(=O)c2csc(-n3nc(C)cc3C(F)(F)F)n2)cc1,1%,-1,-3%,-21%,-2,5%,-2,7%,-26%
CCN(C(=O)CSc1nnnn1-c1cc(C)ccc1OC)C1CCS(=O)(=O)C1 (centres undefined),8%,4,0%,7%,-7,0%,-6,-4%,17%
CCC(=O)NC(c1ccc(OC)cc1)c1c(O)ccc2ccccc12 (centres undefined),u,-3,u,x,u,u,44,-5%,x
COc1cc(C(=O)NCc2ncccc2C)ccc1OC1CCN(C(C)=O)CC1,16%,2,7%,1%,-13,8%,-5,-10%,6%
Cc1ccc(SCC(=O)N(C)CC(=O)Nc2cccc(F)c2)c(C)c1,14%,2,u,1%,20,u,-53*,4%,-1%
O=C(Nc1ccccc1N1CCCCC1)c1ccc(N2C(=O)c3ccccc3C2=O)cc1,-1%,0,u,11%,29,u,-12,3%,13%
COc1ccc(C2(c3ccc(OC)cc3)NC(=O)N(CC(=O)Nc3ccc(OC)c(OC)c3)C2=O)cc1,-4%,11,-24%,-19%,3,0%,-5,16%,-13%
O=C(NCc1ccc2c(c1)OCO2)C1CCN(S(=O)(=O)c2cccc3nsnc23)CC1,13%,5,-1%,0%,1,32%,3,-2%,0%
CC1(C)OC(=O)C(=C2CCCN2)C(=O)O1,2%,-1,2%,13%,0,9%,0,-9%,22%
Cc1cc(C(=O)N2CCCC(Nc3ccc(F)cc3)C2)n(C)n1 (centres undefined),3%,2,-5%,10%,11,-6%,45,-2%,7%
O=C(Nc1ccn(CCCN2CCN(Cc3ccc(F)cc3)CC2)c(=O)n1)OCc1ccccc1,-6%,-2,x,-14%,-30,9%,-10,10%,-13%
CCO[C@H]1OC(C(=O)Nc2ccccc2)=C[C@@H](c2ccc(C(F)(F)F)cc2)[C@@H]1CCCO,u,9,2%,u,23,-28%,-55*,7%,u
CN(CC(=O)c1c(N)n(C)c(=O)n(C)c1=O)c1ccccc1,0%,2,-2%,18%,7,-9%,22,0%,-5%
CSCCC1COC(c2cccs2)=N1 (centres undefined),-3%,3,-2%,19%,5,2%,-6,-24%,1%
CCOc1cc(C=O)ccc1OCC(=O)NC(C)(C)C,-2%,7,-7%,2%,20,8%,20,9%,0%
COc1ccc(Cn2nc3n(c2=O)-c2ccccc2OC3)cc1,-3%,9,x,x,x,6%,x,9%,x
COC(=O)C[C@H]1C=C[C@@H](NC(=O)NC2CCCCC2)[C@@H](CO)O1,14%,5,x,19%,7,7%,11,x,6%
CCOc1ccc(NC(=O)NNC(=O)C(C)Oc2ccccc2OC)cc1 (centres undefined),-7%,2,-9%,9%,-4,-17%,i,-3%,-3%
CC[C@@]12C(=O)N(c3ccc(C)cc3)C(=O)N1[C@H](c1cccc(C)c1)[C@@H]1C(=O)N(Cc3ccccc3)C(=O)[C@@H]12,-4%,30*,24%,u,0,u,-6,2%,23%
O=C(NC1CCCCC1)C1CCN(S(=O)(=O)c2cccs2)CC1,9%,-2,-2%[9.22 µM],0%,11,-4%,-9,-4%,0%
CC(OC(=O)C1CC2CCCC(C1)C2=O)C(=O)Nc1cccc([N+](=O)[O-])c1 (centres undefined),-2%,-1,2%,3%,9,-20%,14,6%,-1%
CCCN(CCC)C1=N/C(=C\c2ccco2)C(=O)N1c1ccccc1,-1%,1,1%[9.22 µM],2%,0,-10%,22,5%,-3%
C/C(=N\NC(=O)c1c[nH]c2ccccc12)c1ccc(C)o1,7%,6,-4%,-8%,-8,u,11,7%,-8%
# The list continues:
SMILES,KB-3-1 tox,DRD3 agonist,SW480 rereplic,HT1080-NT tox,D3 antag,KB-V1 cytotox,IL1B secr inh,GLP1R ag,HT1080 IDH1KD tx
Fc1ccc(NC(=S)N2N=CCC2c2ccccc2)cc1 (centres undefined),0%,1,-10%,-8%,40,2%,u,3%,-8%
O=C1NC2=C(C(=O)CCC2)C(c2cccc([N+](=O)[O-])c2)N1 (centres undefined),4%,-2,-5%,3%,-26,-4%,-9,0%,18%
COc1ccc(NC(=O)CSc2nc3ccc(OC)cc3[nH]2)cc1,10%,-1,-7%,0%,10,0%,0,7%,0%
Cc1cccc(-n2c(C)cc(/C=C3/C(=N)N4C(c5ccccc5)=CSC4=NC3=O)c2C)c1,3%,-1,-58%[inhibitor],0%,6,9%,16,-13%,0%
O=C(NCCc1ccc(F)cc1)c1cccc2c1C(=O)c1ccc(N3CCC(Cc4ccccc4)CC3)cc1S2(=O)=O,-9%,4,-21%[9.22 µM],3%,11,-7%,9,2%,-1%
CCOC(=O)Cc1csc(/N=C/c2c(O)n(-c3ccc(C)c(C)c3)c(=O)c3ccccc23)n1,u,3,0%,6%,14,10µM*,-7,-1%,22%
O=C(CCc1ccccc1)Nc1nn[nH]n1,8%,1,-4%,15%,0,23%,29,-1%,12%
C=CCN=C(NC#N)SC,2%,-1,12%,-2%,-20,-5%,-14,9%,-3%
CCSCc1nc(N)nc(NCCc2ccccc2)n1,3%,14,-3%,7%,1,15%,23,27%,-1%

# Gathered by group, the entries above containing a tert-butyl group (2)
SMILES,KB-3-1 tox,DRD3 agonist,SW480 rereplic,HT1080-NT tox,D3 antag,KB-V1 cytotox,IL1B secr inh,GLP1R ag,HT1080 IDH1KD tx
CON(C)C(=O)CCN(C(=O)OC(C)(C)C)c1ccccc1,9%,-17,-10%,11%,7,-2%,-4,5%,2%
CCOc1cc(C=O)ccc1OCC(=O)NC(C)(C)C,-2%,7,-7%,2%,20,8%,20,9%,0%
